Bioassay records (PubChem BioAssay)
MgcRacGAP inhibition = MgcRacGAP GTPase-activating activity inhibitors, confirmation, biochemical, ADP Hunter fluorescence; Rac GTPase-activating protein 1 (Homo sapiens); one-dose inhibition, % at 30 µM; IC50 in µM for titrated hits; actives 0.6% (n = 340,000); MgcRacGAP-stimulated Rac1 GTP hydrolysis, ADP Hunter fluorescence; higher % means a stronger effect; GST-tagged Rac1 F28L mutant substrate;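 active means first-screen hits whose inhibition reached a set limit at any dose in the follow-up dose series; inconclusive means inhibition above the set first-screen limit but never retested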;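 further: fluorescence reports GDP produced by GAP-driven GTP hydrolysis; strong numbers were not always called active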
SIAH1 antagonists = Siah-1 peptide-binding antagonists, primary screen, biochemical, fluorescence polarization, rhodamine-plectin, uHTS (AID 1817); E3 ubiquitin-protein ligase SIAH1 (Homo sapiens); displacement, % at 20 µM, or IC50 in µM where a hit was titrated; actives 0.02% (n = 290,000); Siah-1 / rhodamine-plectin peptide fluorescence polarization; higher % means a stronger effect;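 active means displacement of at least 50% at 20 µM, with a fluorescence ratio check between 0.3 and a set limit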;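 further: plate controls were Siah plus tracer with DMSO for no effect and tracer alone without Siah for full effect; strong numbers were not always called active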
XIAP displacement = XIAP antagonists, biochemical, IAP family, fluorescence polarization (AID 1018) | E3 ubiquitin-protein ligase XIAP (Homo sapiens) | XIAP BIR domain, fluorescence polarization peptide displacement; higher % means a stronger effect | one-dose displacement, % at 20 µM; IC50 in µM for titrated hits | actives 0.007% (n = 200,000); in the data active means displacement above about 50%; further: a part of the inactive calls stands beside numbers as strong as those of hits
Dengue-2 NS5 capping = Dengue-2 NS5 methyltransferase inhibitors, primary screen, biochemical, confirmation dose response (AID 588689) | Dengue-2 NS5 methyltransferase capping enzyme assay, biochemical; higher % means a stronger effect | one-dose inhibition, % at 25 µM; IC50 in µM for titrated hits | actives 0.3% (n = 340,000); in the data active means a potency from the dose series; inconclusive means inhibition above about 29% without an active follow-up result
LYP phosphatase = inhibitors of LYP phosphatase, biochemical, fluorescence intensity, uHTS (AID 1779). inhibition, % at 11.5 µM; hits with a dose series show IC50 in µM. recombinant LYP phosphatase, fluorescence intensity; higher % means a stronger effect. Tyrosine-protein phosphatase non-receptor type 22 (Homo sapiens). actives 0.054% (n = 290,000); in the data active means inhibition above about 50%;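 further: plate controls were vehicle with enzyme for no effect and no enzyme for full effect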
SV40 large T antigen = SV40 large T antigen inhibitors, biochemical (AID 1903); actives 0.39% (n = 310,000); SV40 large T antigen ATPase/helicase inhibition assay; higher % means a stronger effect; one-dose inhibition, % at 20 µM; IC50 in µM for titrated hits; in the data active means a potency from the dose series; inconclusive means inhibition mostly from about 32% at the one dose, without a potency; inactive means the rest, 99 in 100 with inhibition below about 32%; further: strong numbers were not always called active
AID2073 = inhibitors of Mint1-CaV2.2 protein interaction, biochemical, HTRF (AID 2073). inhibition, % at 20 µM; hits with a dose series show IC50 in µM. HTRF protein-protein interaction, Mint1-CaV2.2; higher % means a stronger effect. Voltage-dependent N-type calcium channel subunit alpha-1B (Homo sapiens). actives 0.19% (n = 290,000); in the data active means inhibition mostly above about 51%, no sharp cut-off; inconclusive means no clear call, values can overlap the other calls; inactive means mostly below about 53%; further: some results filed as inactive read as strong as hits
HIV peptide binding = inhibitors of HIV fusion peptide binding, primary screen, biochemical, uHTS, fluorescence dequenching (AID 1986) | inhibition, % at 20 µM; hits with a dose series show IC50 in µM | actives 0.3% (n = 290,000) | cell-free peptide binding, fluorescence dequenching, 30 min; higher % means a stronger effect; in the data active means inhibition mostly above about 52%, no sharp cut-off; inactive means mostly below about 76%; further: some results filed as inactive read as strong as hits
RSV antiviral HEp-2 = RSV antiviral activity via CPE protection, HEp-2 cells, primary 10 µM value included (AID 2391); actives 0.13% (n = 310,000); CPE inhibition, % at 10 µM; hits with a dose series show IC50 in µM; HEp-2 cells, RSV-induced CPE inhibition; higher % means a stronger effect; in the data active means a potency from the dose series; inconclusive means CPE inhibition mostly from about 23% at the one dose, without a potency; inactive means the rest, 99 in 100 with CPE inhibition below about 21%; further: strong numbers were not always called active
The depositor's hits bear a star; & = joins results of further samples.

What do the screens show for `Cc1cc(C)n(-c2ccc(C(=O)OCC(=O)Nc3ccc(Cl)cc3[N+](=O)[O-])cc2)n1`?
MgcRacGAP inhibition: 6%; SIAH1 antagonists: -2%; XIAP displacement: 1.9%; Dengue-2 NS5 capping: -8%; LYP phosphatase: -2%; SV40 large T antigen: 0%; AID2073: 38%; HIV peptide binding: -3.4%; RSV antiviral HEp-2: 0.1%

How did CCC(=O)c1ccc(N2CCN(C(=O)c3ccc(F)cc3)CC2)c(F)c1 do in these assays?
MgcRacGAP inhibition: 7%; SIAH1 antagonists: 0%; XIAP displacement: -2.0%; Dengue-2 NS5 capping: -7%; LYP phosphatase: -4%; SV40 large T antigen: 5%; AID2073: 0%; HIV peptide binding: 1.1%; RSV antiviral HEp-2: 20%

Results for COc1ccc(N2CCN(C(=O)C3CCN(S(=O)(=O)c4cccs4)CC3)CC2)cc1 ?
MgcRacGAP inhibition: 14%; SIAH1 antagonists: 2%; XIAP displacement: -6.6%; LYP phosphatase: -10%; SV40 large T antigen: 12%; AID2073: 12%; HIV peptide binding: 1.0%; RSV antiviral HEp-2: 0.9%

Results for CC(C)CC(=O)N1CCN(S(=O)(=O)c2ccc(Cl)cc2)CC1 ?
MgcRacGAP inhibition: 1%; SIAH1 antagonists: 1%; XIAP displacement: -1.0%; LYP phosphatase: -8%; SV40 large T antigen: 17%; AID2073: 7%; HIV peptide binding: -1.2%; RSV antiviral HEp-2: 0.2%

What do the screens show for `O=C(CSc1ncccn1)Nc1cc(Cl)ccc1[N+](=O)[O-]`?
MgcRacGAP inhibition: 3%; SIAH1 antagonists: -2%; XIAP displacement: -5.8%; Dengue-2 NS5 capping: -13%; LYP phosphatase: -10%; SV40 large T antigen: 10%; AID2073: -8%; HIV peptide binding: -3.3%; RSV antiviral HEp-2: 4.5%

How did CC(C)(C)c1ccc(C(O)CCCN2CCC(C(O)(c3ccccc3)c3ccccc3)CC2)cc1 (stereo not drawn) do in these assays?
MgcRacGAP inhibition: 7%; SIAH1 antagonists: -8%; XIAP displacement: -4.7%; Dengue-2 NS5 capping: 9%; LYP phosphatase: -5%; SV40 large T antigen: -7%&4%; AID2073: -3%; HIV peptide binding: -2.3%; RSV antiviral HEp-2: -2.8%

Results for CCOC(=O)C1(CCCc2ccccc2)CCN(C(=O)c2cc(C)nn2CC)CC1 ?
MgcRacGAP inhibition: 7%; SIAH1 antagonists: 4%; Dengue-2 NS5 capping: -1%; LYP phosphatase: -8%; SV40 large T antigen: 23%; AID2073: 0%; HIV peptide binding: -2.5%; RSV antiviral HEp-2: 5.7%

Results for COc1cc(Cl)ccc1NC(=S)N(CCN1CCOCC1)C1CCN(C(C)=O)CC1 ?
MgcRacGAP inhibition: 3%; SIAH1 antagonists: 7%; XIAP displacement: -3.9%; Dengue-2 NS5 capping: -1%; LYP phosphatase: -8%; SV40 large T antigen: 7%; AID2073: -27%; HIV peptide binding: 0.0%; RSV antiviral HEp-2: -0.2%

How did O=C(C1CC1)n1cc(C(=S)N2CCOCC2)c2ccccc21 do in these assays?
MgcRacGAP inhibition: 0%; SIAH1 antagonists: -3%; XIAP displacement: -6.9%; Dengue-2 NS5 capping: -3%; LYP phosphatase: -2%; SV40 large T antigen: -9%; AID2073: -8%; HIV peptide binding: 0.8%; RSV antiviral HEp-2: 2.1%

Results for Cc1ccc(OCC(=O)OCc2nc3scc(-c4ccccc4)c3c(=O)[nH]2)cc1C ?
MgcRacGAP inhibition: 10%; Dengue-2 NS5 capping: -1%; SV40 large T antigen: 14%; RSV antiviral HEp-2: inconclusive

How did CC(C)CC(=O)NC(=S)Nc1ccc(S(=O)(=O)N2CCCC2)cc1 do in these assays?
MgcRacGAP inhibition: 12%; SIAH1 antagonists: 4%; XIAP displacement: -3.4%; Dengue-2 NS5 capping: 3%; LYP phosphatase: -2%; SV40 large T antigen: 7%; AID2073: -3%; HIV peptide binding: 0.9%; RSV antiviral HEp-2: -1.1%

What do the screens show for `COc1ccc(C(=O)N2c3cc4c(cc3C(C)=CC2(C)C)OCO4)cc1`?
MgcRacGAP inhibition: 15%; SIAH1 antagonists: -7%; XIAP displacement: -5.0%; Dengue-2 NS5 capping: 1%; LYP phosphatase: 2%; SV40 large T antigen: -2%; AID2073: 2%; HIV peptide binding: 1.6%

How did O=C1c2oc3ccc(Cl)cc3c(=O)c2C(c2ccco2)N1CCN1CCOCC1 (stereo not drawn) do in these assays?
MgcRacGAP inhibition: 11%; SIAH1 antagonists: 10%; XIAP displacement: -3.5%; Dengue-2 NS5 capping: -3%; LYP phosphatase: -3%; SV40 large T antigen: 18%; AID2073: 24%; HIV peptide binding: 16%; RSV antiviral HEp-2: 3.5%

How did CC(CCc1ccccc1)NCC#N (stereo not drawn) do in these assays?
MgcRacGAP inhibition: -7%; SIAH1 antagonists: 4%; Dengue-2 NS5 capping: 1%; LYP phosphatase: -7%; SV40 large T antigen: 20%; AID2073: -2%; HIV peptide binding: -0.5%; RSV antiviral HEp-2: 0.3%

What do the screens show for `CCC(c1nnnn1Cc1cccs1)N1CCN(c2nc3ccccc3s2)CC1` (stereo not drawn)?
MgcRacGAP inhibition: 8%; SIAH1 antagonists: 3%; XIAP displacement: 2.3%; Dengue-2 NS5 capping: -5%; LYP phosphatase: -6%; SV40 large T antigen: 6%; AID2073: 7%; HIV peptide binding: 1.3%; RSV antiviral HEp-2: 8.0%

What do the screens show for `CCN(c1ccc2c(c1)OCO2)S(=O)(=O)c1cc(Br)cc2c1N(C(C)=O)CC2`?
MgcRacGAP inhibition: 12%; SIAH1 antagonists: -1%; XIAP displacement: -5.4%; Dengue-2 NS5 capping: 0%; LYP phosphatase: -4%; SV40 large T antigen: 1%; AID2073: 0%; HIV peptide binding: -1.0%; RSV antiviral HEp-2: 1.6%

What do the screens show for `Cc1cccc(NC(=O)CN(C)S(=O)(=O)c2ccc3c(c2)n(C)c(=O)c(=O)n3C)c1C`?
MgcRacGAP inhibition: 10%; SIAH1 antagonists: -1%; Dengue-2 NS5 capping: -2%; LYP phosphatase: -1%; SV40 large T antigen: 14%; AID2073: 17%; HIV peptide binding: 2.7%; RSV antiviral HEp-2: 1.5%

How did CCCCCC(=O)Nc1ccccc1N1CCOCC1 do in these assays?
MgcRacGAP inhibition: 10%; SIAH1 antagonists: 5%; XIAP displacement: -7.4%; Dengue-2 NS5 capping: -5%; LYP phosphatase: -4%; SV40 large T antigen: 9%; AID2073: 1%; HIV peptide binding: 0.5%; RSV antiviral HEp-2: -0.5%

What do the screens show for `COC(=O)c1cnn(-c2ccc(F)cc2F)c1/C=N/NC(=S)NC(C)(C)C`?
MgcRacGAP inhibition: 17%; SIAH1 antagonists: 29%; Dengue-2 NS5 capping: 2%; LYP phosphatase: -1%; SV40 large T antigen: 8%; AID2073: -5%; HIV peptide binding: -1.4%

Results for O=[N+]([O-])c1cc(C=Nc2ccc3ccccc3c2)ccc1Br ?
MgcRacGAP inhibition: 12%; SIAH1 antagonists: 4%; XIAP displacement: -0.5%; Dengue-2 NS5 capping: -6%; LYP phosphatase: -1%; SV40 large T antigen: 12%; AID2073: 2%; HIV peptide binding: 0.1%; RSV antiviral HEp-2: 9.2%

Among those listed so far, these contain two or more sulfur atoms.
Results for COc1ccc(N2CCN(C(=O)C3CCN(S(=O)(=O)c4cccs4)CC3)CC2)cc1 ?
MgcRacGAP inhibition: 14%; SIAH1 antagonists: 2%; XIAP displacement: -6.6%; LYP phosphatase: -10%; SV40 large T antigen: 12%; AID2073: 12%; HIV peptide binding: 1.0%; RSV antiviral HEp-2: 0.9%

How did CC(C)CC(=O)NC(=S)Nc1ccc(S(=O)(=O)N2CCCC2)cc1 do in these assays?
MgcRacGAP inhibition: 12%; SIAH1 antagonists: 4%; XIAP displacement: -3.4%; Dengue-2 NS5 capping: 3%; LYP phosphatase: -2%; SV40 large T antigen: 7%; AID2073: -3%; HIV peptide binding: 0.9%; RSV antiviral HEp-2: -1.1%

What do the screens show for `CCC(c1nnnn1Cc1cccs1)N1CCN(c2nc3ccccc3s2)CC1` (stereo not drawn)?
MgcRacGAP inhibition: 8%; SIAH1 antagonists: 3%; XIAP displacement: 2.3%; Dengue-2 NS5 capping: -5%; LYP phosphatase: -6%; SV40 large T antigen: 6%; AID2073: 7%; HIV peptide binding: 1.3%; RSV antiviral HEp-2: 8.0%

(further entries)
Results for O=[N+]([O-])c1ccc(/C=C2\CCC(C3=CCCC3)=C2N2CCOCC2)cc1 ?
MgcRacGAP inhibition: 8%; SIAH1 antagonists: 1%; XIAP displacement: -0.8%; Dengue-2 NS5 capping: 3%; LYP phosphatase: 9%; SV40 large T antigen: 36%; AID2073: 34%; HIV peptide binding: 22%; RSV antiviral HEp-2: 0.3%

How did Cc1ccc(-c2nnc(N)s2)cc1 do in these assays?
MgcRacGAP inhibition: 2%; SIAH1 antagonists: -7%; XIAP displacement: -9.3%; Dengue-2 NS5 capping: 1%; LYP phosphatase: -4%; SV40 large T antigen: 7%; AID2073: -5%; HIV peptide binding: 0.3%; RSV antiviral HEp-2: 2.3%

What do the screens show for `COc1cc(CNC2CCCCCC2)cc(OC)c1`?
MgcRacGAP inhibition: 7%; SIAH1 antagonists: -4%; XIAP displacement: -0.8%; Dengue-2 NS5 capping: -1%; LYP phosphatase: -5%; SV40 large T antigen: 0%; AID2073: -1%; HIV peptide binding: -0.1%; RSV antiviral HEp-2: -1.3%

Results for CCOCCn1c(CN2CCN(C(=O)c3ccco3)CC2)nc2c1c(=O)n(C)c(=O)n2C ?
MgcRacGAP inhibition: -5%; SIAH1 antagonists: -4%; Dengue-2 NS5 capping: -3%; LYP phosphatase: -10%; SV40 large T antigen: 5%; AID2073: -3%; HIV peptide binding: 0.0%; RSV antiviral HEp-2: -0.9%

What do the screens show for `CC(C)Oc1ccc(Cc2cnc(=S)[nH]c2N)cc1`?
MgcRacGAP inhibition: 7%; SIAH1 antagonists: 2%; XIAP displacement: -3.6%; Dengue-2 NS5 capping: 5%; LYP phosphatase: 3%; SV40 large T antigen: 3%; AID2073: 19%; HIV peptide binding: -2.1%; RSV antiviral HEp-2: 1.4%

Results for Cc1ccc(-c2nnc3c4ccccc4c(C)nn23)cc1NC(=O)CN1CCOCC1 ?
SIAH1 antagonists: 1%; XIAP displacement: -3.1%; LYP phosphatase: -5%; SV40 large T antigen: 13%; AID2073: -3%; HIV peptide binding: -2.4%

Results for COc1ccc(NC(=O)CN(C)C(=O)Cn2cnc3c2c(=O)n(C)c(=O)n3C)cc1 ?
MgcRacGAP inhibition: 4%; Dengue-2 NS5 capping: 1%; SV40 large T antigen: 10%; RSV antiviral HEp-2: -2.7%

Results for CCCC(=O)NC(c1ccc(OCC)cc1)c1ccc(OC)c(OC)c1 (stereo not drawn) ?
SIAH1 antagonists: 1%; LYP phosphatase: 2%; SV40 large T antigen: 4%; AID2073: 21%; HIV peptide binding: 1.0%; RSV antiviral HEp-2: 4.0%
